From PubChem
P. falciparum M17LAP = P. falciparum M17LAP inhibitors, primary screen, biochemical, fluorogenic H-Leu-NHMec substrate, 1536-well (AID 1619); recombinant M17LAP, H-Leu-NHMec fluorogenic kinetic assay; higher % means a stronger effect; inhibition, % at 30 µM; hits with a dose series show IC50 in µM; 220,000 compounds, 0.38% hits;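 active means compound inhibiting the enzyme by more than half at any dose during confirmatory dose-response retesting; inconclusive means strong single-dose inhibitors picked by rank but not retested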;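 further: plate controls were full reaction with DMSO carrier for no effect and no enzyme background for full effect; strong numbers were not always called active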
NOD1 inhibition = NOD1 signaling inhibitors, primary screen, cell-based, luminescence, uHTS (AID 1578); NOD1-driven NF-kB luciferase reporter cells, luminescence; higher % means a stronger effect; inhibition, % at 4 µM; hits with a dose series show EC50 in µM; 290,000 compounds, 1% hits; in the data active means inhibition mostly above about 36%, no sharp cut-off; inactive means mostly below about 34%;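 further: HEK-293T reporter cells stimulated with the NOD1 agonist gamma-tri-DAP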
GPR55 beta-arrestin = GPR55 agonists via beta-arrestin recruitment, primary screen, imaging, U2OS cells, beta-arrestin-GFP redistribution (AID 1961) | U2OS GPR55 beta-arrestin-GFP redistribution imaging; higher % means a stronger effect | activation, % at 10 µM; hits with a dose series show EC50 in µM | 290,000 compounds, 0.048% hits;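 active means activation above 40% with more than 50 cells counted in the well; inconclusive means wells holding fewer than 50 cells, flagged as toxic or sparse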;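 further: U2OS osteosarcoma cells stably expressing GPR55 and beta-arrestin-GFP; plate controls were DMSO negative control for no effect and LPI positive control for full effect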
KOR beta-arrestin-1 = KOR antagonists, beta-arrestin recruitment, cell-based, luminescence, uHTS (AID 1778); KOR beta-arrestin recruitment, luminescence, antagonist mode; higher % means a stronger effect; one-dose inhibition, % at 10 µM; IC50 in µM for titrated hits; 290,000 compounds, 0.091% hits; further: strong numbers were not always called active
P. falciparum M1AAP = malaria alanyl aminopeptidase activity blockers – biochemical, fluorogenic H-Leu-NHMec substrate, 1536-well (AID 1445). recombinant M1AAP, H-Leu-NHMec fluorogenic kinetic assay; higher % means a stronger effect. inhibition, % at 30 µM; hits with a dose series show IC50 in µM. 220,000 compounds, 0.42% hits;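 active means primary inhibition above the hit cutoff, then over 50% inhibition at one or more dose response concentrations, cut at about 23% in these data, passing the limit was not always enough; inconclusive means conflicting primary data, or primary hits not chosen for dose response; inactive means low primary inhibition, or under 50% at every dose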;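 further: plate controls were DMSO full reaction for no effect and no enzyme background for full effect; strong numbers were not always called active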
HEK293 NOD2/NF-kB = NOD2 signaling inhibitors, cell-based, luminescence, uHTS, HEK293 (AID 1566) | HEK293 NOD2/NF-kB luciferase reporter, luminescence; higher % means a stronger effect | inhibition, % at 4 µM; hits with a dose series show EC50 in µM | 290,000 compounds, 0.63% hits; further: many of its hits are not listed in these tables
AID2073 = disruptors of CaV2.2 binding to Mint1 – biochemical, HTRF (AID 2073) | 290,000 compounds, 0.19% hits | one-dose inhibition, % at 20 µM; IC50 in µM for titrated hits | HTRF protein-protein interaction, Mint1-CaV2.2; higher % means a stronger effect; in the data active means inhibition mostly above about 51%, no sharp cut-off; inconclusive means no clear call, values can overlap the other calls; inactive means mostly below about 53%; further: some results filed as inactive read as strong as hits
Dynein cargo inh = dynein cargo transport inhibition | 3617.4 mouse cells, GR-EGFP nuclear translocation imaging; test concentration mostly 20 µM; stimulated with dexamethasone, 1 µM; stronger effect = lower value | z-score, hits read low | 220,000 compounds, 0.47% hits | AID 1381;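 active means plate z-score of nuclear minus cytoplasmic receptor signal below a set negative limit, without overly bright fluorescence or cell loss, cut at about -3.5 in these data, passing the limit was not always enough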;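 further: z-score of nuclear minus cytoplasmic ring GR-EGFP intensity difference per well; some compounds called inactive have numbers as strong as hits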
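Buffer or medium: tet-free, stripped-serum medium; reagent: dexamethasone at 1.0 µM final, 30 min; incubation: 48 h induction, 1 h compound, 30 min dex at 37 °C; measured by: formaldehyde fixation, Hoechst nuclear stain, 10x automated fluorescence imaging; read-out: nuclear-to-cytoplasmic GR-EGFP distribution per well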
KOR beta-arrestin-2 = KOR agonists, beta-arrestin recruitment, primary screen, cell-based, luminescence, uHTS (AID 1777) | one-dose activation, % at 10 µM; EC50 in µM for titrated hits | 280,000 compounds, 0.02% hits | KOR beta-arrestin recruitment, luminescence; higher % means a stronger effect; in the data active means activation above about 50%, passing the limit was not always enough; further: a part of the inactive calls stands beside numbers as strong as those of hits
Dynein cargo inh cytoplasmic EGFP = second read-out of Dynein cargo inh, no call of its own (marks repeat the call); z-score; measured here: cytoplasmic GR-EGFP intensity; stronger effect = higher value
Dynein cargo inh nuclear GR-EGFP = also measured in Dynein cargo inh; calls as there; z-score; measured here: nuclear GR-EGFP intensity;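 lower value marks the stronger effect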
Dynein cargo inh cell count = second read-out of Dynein cargo inh, no call of its own (marks repeat the call); z-score; measured here: cell count per field
* = called active by the depositor; ? = inconclusive; . = no result given; [ ] = another dose, or the depositor's remark. Unless noted, no stated cut-off is given here; in the data, active means inhibition above about 50%; inactive means the rest. The list is partial; rates above refer to the full screens.

The line under a structure holds: P. falciparum M17LAP, NOD1 inhibition, GPR55 beta-arrestin, KOR beta-arrestin-1, P. falciparum M1AAP, HEK293 NOD2/NF-kB, AID2073, Dynein cargo inh, Dynein cargo inh cytoplasmic EGFP, Dynein cargo inh nuclear GR-EGFP, Dynein cargo inh cell count, KOR beta-arrestin-2
- O=C(CNCc1ccc(Cl)cc1)Nc1cccc(C(=O)O)c1
→ -17.5%, -23.3%, -0.5%, 1.1%, -3.0%, 4.4%, 9.3%, 1.35, -0.186, 0.71, -0.879, 0.5%
- Cc1ccc(-c2ocnc2C(=O)Nc2ccccc2C(=O)N2CCCC2)cc1
→ ., -13.5%, 0.6%, -1.3%, ., 17.7%, 2.4%, ., ., ., ., 0.5%
- CCCC(=O)Nc1cc(C(F)(F)F)ccc1N1CCOCC1
→ 4.7%, -26.6%, 0.5%, -0.3%, 2.5%, 9.1%, -1.5%, -0.461, -0.315, -0.389, 0.938, 2.7%
- COc1ccc(-c2nn(CCC#N)cc2/C=N/O)cc1
→ 1.4%, -16.5%, -0.3%, -12.1%, -2.6%, 18.6%, 10.3%, -0.454, -0.201, -0.186, 0.255, -3.6%
- CCOc1ncccc1C(=O)Nc1cccc(-c2nc3cccnc3s2)c1
→ -14.5%, 0.6%, -0.1%, -10.5%, -1.7%, 0.6%, 2.8%, -0.989, -0.231, 0.139, 0.165, 2.3%
- COc1ccc(C2Nc3ccccc3C(=O)N2NS(C)(=O)=O)cc1 (centres undefined)
→ -14.2%, -25.1%, 0.4%, 10.5%, 0.5%, -9.9%, 12.2%, 0.568, -0.243, 0.395, -0.866, 9.2%
- O=C(NCCCN1CCCCC1)C1CCC(CNS(=O)(=O)c2cccc3nsnc23)CC1 (centres undefined)
→ ., -3.7%, 0.2%, -8.6%, ., 10.9%, 21.8%, ., ., ., ., 0.9%
- Cc1ccc2nc3c(nc2c1C)CCCC3
→ ., -8.8%, -0.1%, 6.0%, ., 8.8%, 12.3%, ., ., ., ., 1.4%
- O=c1c2ccccc2c2ccccc2c(=O)n1Cc1cccnc1
→ -3.8%, -13.4%, 0.5%, -12.0%, 2.4%, -1.1%, 6.0%, -0.954, -0.213, -0.0542, 1.09, 0.3%
- CCCC(c1nnnn1Cc1ccco1)N1CCN(C(=O)c2ccco2)CC1 (centres undefined)
→ 0.5%, 9.8%, 1.0%, 30.6%, -3.0%, 3.3%, -1.5%, -0.0118, -0.325, 0.174, 0.491, 1.6%
- Cc1ccc(/C=N/NC(=O)C(=O)N/N=C/c2ccc(C)o2)o1
→ 10.2%, -27.2%, -1.0%, -13.7%, 4.5%, 5.7%, 14.0%, 3.03, 1.17, 2.09, -2.19, 0.5%
- CC(C)NC(=NCc1ccc(Cl)cc1Cl)Nc1ccccc1
→ ., 4.0%, -0.1%, 8.9%, ., -6.5%, 5.0%, ., ., ., ., 11.5%
- CCCCC(O)(CCCC)C(=O)NN(C(=O)OCC)c1ccccc1
→ 5.7%, -25.1%, 0.5%, 10.6%, 0.2%, -22.7%, -1.9%, 0.344, -0.245, 0.0109, -0.0911, -5.4%
- COc1ccc(/C=N/NC(=S)Nc2ccccc2)cc1COc1ccccc1F
→ -6.5%, -54.8%, 0.3%, -21.7%, 13.7%, -7.2%, -0.8%, -0.324, -0.127, -0.171, 0.0722, 0.6%
- CCN(CC)S(=O)(=O)N1CCC(C(=O)NCc2ccc(C)cc2)CC1
→ -5.2%, ., -0.1%, -48.4%, 0.8%, 2.9%, -3.3%, 0.436, -0.293, 0.535, -0.709, 3.4%
- O=S(=O)(NC1CCCCC1)c1cccc2nsnc12
→ ., -34.7%, -0.2%, -2.2%, ., -4.0%, 3.0%, ., ., ., ., -0.8%
- NC(=O)C1CCN(c2ncnc3c(-c4ccccc4)nsc23)CC1
→ 5.3%, -30.0%, -0.3%, -27.0%, -1.4%, -53.5%, 6.3%, -0.911, -0.259, -0.371, 0.287, -3.5%
- C#CCn1c(=NC(=O)c2ccc(S(=O)(=O)N3CCc4ccccc4C3)cc2)sc2cc(S(N)(=O)=O)ccc21
→ -14.4%, -43.1%, -0.2%, -36.7%, 3.5%, 15.3%, ?, -0.329, -0.264, -0.401, 0.516, 1.6%
- Cc1ccccc1C(OCC(O)CN1CCC(C(N)=O)CC1)c1ccccc1 (centres undefined)
→ ., 13.7%, -0.3%, -18.3%, ., 3.2%, 0.7%, ., ., ., ., 1.5%
- COc1ccc(CC(=O)NNc2ncnc3c2cnn3-c2ccccc2)cc1
→ -12.6%, 14.0%, 0.2%, -25.7%, -2.8%, 15.5%, 1.3%, -0.0245, -0.233, 0.0041, 0.548, 6.1%
- CCn1c(=O)c2cc(C(=O)NCCN3CCOCC3)sc2c2ccccc21
→ -26.6%, -16.2%, -0.1%, 33.7%, 0.3%, -17.2%, 5.2%, 0.813, -0.355, 0.749, 0.912, -5.9%
- COc1ccc(CN(C(=O)c2nsc(Cl)c2Cl)C(C(=O)NC2CCCC2)c2ccc(C)cc2)cc1 (centres undefined)
→ -0.3%, 1.4%, 0.3%, 15.2%, 1.2%, -29.4%, 5.4%, 0.451, -0.084, 0.363, -0.415, 63.6%
- CCOc1ccc(S(=O)(=O)Nc2nc3ccccc3nc2Cl)cc1
→ ., -6.7%, 0.3%, 9.0%, ., 32.1%, 7.9%, ., ., ., ., -8.4%
- CCc1cc2ccc(C)c(C)c2nc1SCC(=O)NNC(=O)c1ccco1
→ ., 11.3%, -0.1%, -22.0%, ., 17.8%, 1.3%, ., ., ., ., 0.4%
- CC1CC(C)CN(C(=O)c2cc3cc(Br)cc(Br)c3o2)C1 (centres undefined)
→ -2.2%, -56.4%, 9.6%, -18.1%, 1.8%, -53.3%, 5.5%, -0.192, -0.215, -0.0624, -0.001, -0.9%
- O=C(NC1CC1)c1cc(F)c(F)cc1Cl
→ -5.8%, 5.2%, -0.2%, -27.1%, 6.6%, 6.2%, -5.4%, -0.407, -0.246, -0.328, 0.0588, -5.7%
- CCN(CC)CCCNC(=O)c1ccc(Cl)c(S(=O)(=O)Nc2ccccc2OC)c1
→ -56.1%, -9.0%, 0.0%, -14.1%, 0.9%, 0.6%, -3.7%, -0.921, -0.184, 0.195, 1.29, 6.1%
- Cc1nc2cc(NC(=O)c3ccc(N4C(=O)CCC4=O)cc3)ccc2s1
→ -1.7%, -38.7%, -0.5%, -17.8%, -5.5%, 12.6%, 7.3%, 1.71, -0.153, 1.06, -0.467, 2.4%
- CCC(C)(C)NC(=O)C(OC(=O)c1ccco1)c1ccccc1OC (centres undefined)
→ 4.8%, -10.0%, -0.1%, 5.7%, 5.1%, 12.5%, 2.8%, 0.111, -0.0901, 0.783, -0.243, -4.8%
- Cc1cc(NC(=O)CSCC(=O)N(c2ccc(F)cc2)C(C(=O)NC2CCCCC2)c2ccc(O)c(O)c2)no1 (centres undefined)
→ -18.4%, 12.4%, 0.9%, 20.0%, 8.2%, 4.4%, -14.8%, 0.08, -0.27, 0.11, 1.46, -0.1%
- NC(=O)c1ccsc1NC(=O)CSc1nc2ccccc2c(=O)n1CCCO
→ 6.9%, -30.0%, -0.2%, -2.4%, 17.3%, 10.3%, 14.9%, 0.737, -0.474, 0.162, 0.659, 0.9%
- COc1ccc(CN2CC(=O)N(c3cccc(Cl)c3)C2=S)cc1OC
→ ., -14.2%, 0.0%, 13.7%, ., 3.5%, -14.7%, ., ., ., ., 1.4%
- O=C1C(Cl)=C(N2CCOCC2)C(=O)N1c1ccc(Br)cc1
→ ., -17.3%, 0.2%, -42.7%[20 µM], ., 5.6%, 14.9%, ., ., ., ., -4.5%
- CN1/C(=C\C(=O)CSc2nnc(NCc3ccccc3)s2)C(C)(C)c2ccccc21
→ -5.1%, -24.1%, 0.0%, 14.5%, 6.2%, 3.2%, -15.5%, 1.3, -0.132, 0.287, -0.626, 2.2%
- CC(=O)N1c2ccc(S(=O)(=O)N3CCCC3)cc2CC1C(=O)NCc1ccccc1F (centres undefined)
→ ., -4.6%, 0.0%, 14.5%, ., -9.0%, 8.8%, ., ., ., ., -6.1%
- COC(=O)Cn1c(=O)cnc2ccccc21
→ -11.3%, -16.8%, 0.3%, -30.8%, 5.8%, 1.0%, -1.3%, -1.66, -0.184, -0.587, 0.919, -2.3%
- COC(=O)C1=C(O)/C(=C\c2ccc(OCC(=O)Nc3ccccc3OC)cc2)N=C1C
→ ., 7.0%, -0.1%, -31.7%, ., 8.3%, 3.6%, ., ., ., ., -0.9%
- CC(C)Cc1ccc(/C=C/C(=O)N2CCCCC2)cc1
→ 17.6%, -59.8%, 0.0%, 18.1%, 0.7%, -68.8%, 5.7%, -0.16, -0.222, -0.167, -0.0127, -1.4%
- O=C(O)C1CCCCC1C(=O)N1CCCC1 (centres undefined)
→ -10.7%, -38.3%, 0.3%, -11.7%, 5.2%, 11.0%, 7.4%, -0.0583, -0.299, 0.0584, 0.802, -10.5%
